Compound activity (PubChem)
K1F lysis inhibition: protection from phage-mediated lysis, alamar blue read-out – E. coli UTI89, K1F phage, bacterial capsule biogenesis inhibitors (AID 488966); E. coli UTI89 K1F phage lysis, alamar blue, 2 h; higher % means a stronger effect; inhibition, % at 100 µM; hits with a dose series show IC50 in µM; actives 0.02% (n = 340,000);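 active means phage lysis inhibition, versus mean bacterial control, above a set limit; inconclusive means no clear call, values can overlap the other calls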;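 further: capsule biogenesis inhibitors block K1F phage lysis so surviving cells raise fluorescence; higher fluorescence means more inhibition of phage lysis; actives were called in the ten point dose series up to 300 µM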
T cell modulator: modulates CD8 T cell binding to vesicles; AID 2052; 2C CD8+ T cell-vesicle binding, flow cytometry; active compounds read low; actives 0.068% (n = 330,000); calls only at 7 µM;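 active means response, share of CD8 T cells binding vesicles, and their 90th percentile fluorescence all below set limits, cut at about 80% in these data, passing the limit was not always enough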
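incubation = binding step 1.5 h, 37 °C, antibody labelling 20 min, ice | test system = 2C mouse CD8+ T cells | read-out basis = percent CD8+ FL2 mean versus row control | controls = Peptide-free naked vesicles (low) and QL9 vesicles with 0.7% DMSO vehicle (high) | detection = flow cytometry of vesicle-bound cells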
Rac1 GTP hydrolysis: MgcRacGAP GTPase-activating activity inhibitors, confirmation, biochemical, ADP Hunter fluorescence. MgcRacGAP-stimulated Rac1 GTP hydrolysis, ADP Hunter fluorescence; higher % means a stronger effect; GST-tagged Rac1 F28L mutant substrate. inhibition, % at 30 µM, or IC50 in µM where a hit was titrated. actives 0.6% (n = 340,000). AID 624330;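 active means first-screen hits whose inhibition reached a set limit at any dose in the follow-up dose series; inconclusive means inhibition above the set first-screen limit but never retested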;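 further: fluorescence reports GDP produced by GAP-driven GTP hydrolysis; strong numbers were not always called active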
West Nile virus CPE: inhibition of WNV-induced cytopathic effect – cell-based, CPE readout (AID 1621); actives 0.02% (n = 290,000); West Nile virus-infected cells, CPE inhibition; higher % means a stronger effect; CPE inhibition, % at 10 µM; hits with a dose series show IC50 in µM; in the data active means a potency from the dose series; inconclusive means CPE inhibition mostly from about 3.7% at the one dose, without a potency; inactive means the rest, 99 in 100 with CPE inhibition below about 2.2%; further: strong numbers were not always called active
RSV antiviral HEp-2: inhibition of RSV-induced cytopathic effect – HEp-2 cells, primary 10 µM value included (AID 2391); actives 0.13% (n = 310,000); CPE inhibition, % at 10 µM, or IC50 in µM where a hit was titrated; HEp-2 cells, RSV-induced CPE inhibition; higher % means a stronger effect; in the data active means a potency from the dose series; inconclusive means CPE inhibition mostly from about 23% at the one dose, without a potency; inactive means the rest, 99 in 100 with CPE inhibition below about 21%; further: strong numbers were not always called active
NTR1 ag: agonists of NTR1, primary screen, imaging, U2OS cells, beta-arrestin-GFP, high content (AID 493036); actives 0.17% (n = 330,000); NTR1-U2OS beta-arrestin-GFP spot imaging, agonist mode; P30989; activation, % at 20 µM;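 active means activation at or above 40% of the spot to cytoplasm intensity ratio, with at least 20 cells analyzed; inconclusive means wells under 20 cells, flagged as cytotoxic or low count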;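 further: 0% = DMSO without peptide and 100% = 100 nM NTR1 peptide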
Target sequence (P30989 whole entry, looked up): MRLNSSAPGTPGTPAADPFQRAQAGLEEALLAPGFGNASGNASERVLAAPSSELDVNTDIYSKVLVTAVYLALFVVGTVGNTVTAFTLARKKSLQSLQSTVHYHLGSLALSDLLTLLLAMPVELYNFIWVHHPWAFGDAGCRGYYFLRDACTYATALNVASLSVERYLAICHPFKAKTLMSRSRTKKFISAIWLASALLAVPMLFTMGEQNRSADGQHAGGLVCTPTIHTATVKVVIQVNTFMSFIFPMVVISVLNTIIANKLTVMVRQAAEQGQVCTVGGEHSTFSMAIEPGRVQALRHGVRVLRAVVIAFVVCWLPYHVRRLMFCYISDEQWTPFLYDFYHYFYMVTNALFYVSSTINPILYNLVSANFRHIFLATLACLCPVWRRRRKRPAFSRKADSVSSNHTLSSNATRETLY
SV40 large T antigen: TAg ATPase/helicase activity blockers – biochemical (AID 1903); SV40 large T antigen ATPase/helicase inhibition assay; higher % means a stronger effect; inhibition, % at 20 µM, or IC50 in µM where a hit was titrated; actives 0.39% (n = 310,000); in the data active means a potency from the dose series; inconclusive means inhibition mostly from about 32% at the one dose, without a potency; inactive means the rest, 99 in 100 with inhibition below about 32%; further: strong numbers were not always called active
NS5 inhibitors: flavivirus cap methylation enzyme inhibition – biochemical, confirmation dose response, primary screen (AID 588689); Dengue-2 NS5 methyltransferase capping enzyme assay, biochemical; higher % means a stronger effect; inhibition, % at 25 µM, or IC50 in µM where a hit was titrated; actives 0.3% (n = 340,000); in the data active means a potency from the dose series; inconclusive means inhibition above about 29% without an active follow-up result
PhoP inhibition: inhibitors of PhoP regulon expression, primary screen, Salmonella Typhimurium, GFP reporter (AID 1863) | S. Typhimurium PhoP-regulated promoter GFP reporter, 4 h; higher % means a stronger effect | inhibition, % at 50 µM, or IC50 in µM where a hit was titrated | actives 0.16% (n = 300,000);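 active means inhibition over 29.93%, a cutoff 3 SD above the screen mean, later confirmed by dose response; inconclusive means inhibition over 29.93% but no dose response follow-up; inactive means inhibition at most 29.93% or unconfirmed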;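 further: 0% = low Mg2+ inducing control and 100% = high Mg2+ repressing control; strong numbers were not always called active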
T cell modulator vesicle-bound %: recorded beside T cell modulator, whose call it bears; double positive events, %; measured here: CD8+ vesicle-bound cell fraction;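 binding gate set so that unloaded-vesicle control wells show 10% double positive cells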
NTR1 ag cell count 20 µM: also measured in NTR1 ag; calls as there; cell count; measured here: cell count, cytotoxicity flag
NS5 inhibitors pilot replicate: also measured in NS5 inhibitors; calls as there; inhibition, %; measured here: pilot screen replicate inhibition
* hit, by the source's call; i = inactive; ? = inconclusive; · = not tested or not shown; [ ] = dose if it differs, or a comment.

SMILES	K1F lysis inhibition	T cell modulator	T cell modulator vesicle-bound %	Rac1 GTP hydrolysis	West Nile virus CPE	RSV antiviral HEp-2	NTR1 ag	NTR1 ag cell count 20 µM	SV40 large T antigen	NS5 inhibitors	PhoP inhibition	others
COc1ccccc1CN1CCSCC1	0.0%	i	9	23%	-0.3%	0.6%	-1.2	43	8%	-1%	-6%
O=C(C1CCC(CNS(=O)(=O)c2ccccc2)CC1)N1CCCCC1 (centres undefined)	0.3%	i	16	·	-0.8%	0.3%	-0.7	81	3%	-5%	-5%
Cc1cc(C)c(/C=C(\C#N)C(N)=S)c(C)c1	0.2%	i	66	14%	0.5%	5.1%	0.3	81	11%	4%	-1%
Cc1ccc(CN2C(=O)N/C(=C/c3cc(C)n(-c4ccccn4)c3C)C2=O)cc1	1.6%[50 µM]	i	3	3%	-0.8%	0.5%	4.3	71	18%	1%	-3%
COc1cc(/C=C2\OC(=O)c3c(OC)cccc32)ccc1O	0.1%	i	52	?	-0.1%	3.4%	1.2	55	38%	-20%	-6%
O=C(Nc1cccc(Cl)c1)Nc1cc(S(=O)(=O)N2CCOCC2)ccc1N1CCCC1	0.7%	i	50	3%	-0.8%	15%	1.3	61	9%	-7%	13%
CCN=C(NCC)SC1CC(=O)N(c2ccc(OC)cc2)C1=O (centres undefined)	5.4%	i	38	1%	0.0%	-0.9%	-0.1	40	11%	-1%	-4%
O=C(CCc1nc2ccccc2c(=O)[nH]1)Nc1cc(C(F)(F)F)ccc1N1CCOCC1	0.8%[50 µM]	i	28	10%	·	2.1%	-0.4	35	6%	0%	-9%
O=C1CC(c2c[nH]c3ccccc23)C(=O)N1 (centres undefined)	0.7%	i	19	2%	0.4%	0.1%	1.0	96	20%	0%	4%
Cc1cc(NC(=O)COC(=O)C2CCN(S(=O)(=O)c3ccccc3)CC2)c([N+](=O)[O-])cc1C	-0.1%	i	66	14%	0.2%	2.2%	1.6	48	8%	4%	6%
COc1cc(/C=N/NC(=O)c2ccc(-n3cccc3)cc2)ccc1O	2.1%	i	45	24µM*	1.3%	-0.8%	2.2	40	?	4%	-1%
CCCCCCNc1nc(NCc2ccco2)nc(OCC)n1	1.6%	i	35	1%	-0.8%	16%	-2.3	100	1%	3%	7%
CC1(C)Cc2c(sc(NC(=O)C(=O)N3CCOCC3)c2C#N)CO1	0.3%	i	30	11%	-0.3%	0.9%	0.2	58	8%	-7%	-8%
NC(=S)Nc1nc2ccccc2s1	-0.2%	i	54	16%	-0.2%	-2.9%	0.1	46	11%	-4%	6%
Cc1ccc(CNC(=O)c2ccc(CS(=O)(=O)c3ccccc3)o2)cc1	-0.3%	i	23	-16%	-0.6%	?	0.5	59	12%	-8%	-9%
CC1(C)N=C(/C=N/O)CN1O	0.5%	i	36	2%	0.1%	1.7%	-1.3	65	15%	-6%	-4%
CN(CC(=O)Nc1ccc(N2CCOCC2)cc1)C(=O)c1ccc(O)c(Cl)c1	0.9%[50 µM]	i	20	5%	-0.4%	1.1%	0.8	63	11%	-1%	2%
CC(Oc1ccc(S(=O)(=O)N2CCCC2)cc1[N+](=O)[O-])C(=O)N(C)c1ccccc1 (centres undefined)	0.8%[50 µM]	i	32	0%	·	0.1%	0.8	64	18%	1%	3%
COc1ccc(C(=O)/C=C/C(=O)N(CC(=O)NC2CCCCC2)Cc2ccc(F)cc2)c(O)c1	0.7%	·	·	4%	-0.6%	·	·	·	7%	-11%	3%
COCCn1c(SCC(=O)Nc2cc(C)on2)nnc1C(C)C	-0.1%	i	50	0%	-0.3%	2.0%	-0.9	62	9%	8%	-6%
O=C(O)/C=C\C(=O)Nc1cccc(C(=O)Nc2cccc(O)c2)c1	-0.8%	i	56	10%	1.3%	1.7%	0.2	32	1%	-3%	5%
CN(CCOc1ccccc1)C(=O)CCc1c[nH]c2ccccc12	0.1%	i	50	3%	0.3%	12%	1.0	44	7%	-2%	4%
O=C(CC(O)(C(F)(F)F)C(F)(F)F)Nc1ccc(Cl)c(Cl)c1	-0.6%	i	16	0%	1.8%	-3.9%	0.4	90	3%	-1%	-10%
C/C=C/C=C/C(=O)N1CC[C@]23c4ccccc4N[C@H]4N(C)c5cccc6c5[C@]42CCN([C@H]6C2OC2(C)C)[C@H]13 (some centres undefined)	-0.5%	i	16	-7%	-0.1%	0.7%	6.8	80	8%	13%	4%
O=C(CN(Cc1cccs1)C(=O)CNS(=O)(=O)c1ccc(F)cc1)NCc1ccco1	0.1%	i	30	6%	-0.1%	1.3%	0.4	78	3%	-1%	-11%
SMILES	K1F lysis inhibition	T cell modulator	T cell modulator vesicle-bound %	Rac1 GTP hydrolysis	West Nile virus CPE	RSV antiviral HEp-2	NTR1 ag	NTR1 ag cell count 20 µM	SV40 large T antigen	NS5 inhibitors	PhoP inhibition	others
CCCCNC(=O)CSc1nc2ccsc2c(=O)n1C1CCN(C(=O)OCC)CC1	4.1%	i	50	9%	0.0%	0.1%	-1.3	70	2%	2%	-13%
Oc1ccccc1-c1nc(/C=C/c2ccccc2)nn1-c1ccccc1	1.5%	i	44	-7%	-0.7%	5.4%	·	·	-3%	-2%	31%
COc1ccccc1C(=O)NCCC(=O)N1CCN(C(C)=O)CC1	0.5%[50 µM]	i	44	5%	·	1.6%	-1.7	52	8%	3%	-3%
COc1ccc(CNC(=O)COC(=O)CN2C(=O)COc3ccccc32)cc1	1.2%[50 µM]	i	36	8%	·	-2.2%	4.9	48	9%	-10%	3%
CCN1C(=O)[C@H]2[C@@H](c3ccc(-c4ccc(Cl)c(Cl)c4)c(OC)c3)N[C@@](C)(C(=O)OC)[C@H]2C1=O	-0.8%	i	23	5%	·	0.7%	11	63	5%	6%	7%
CCOc1cc2c3c(c1)C1(C(=O)N3C(C)(C)CC2C)C(C#N)=C(N)N2C(=C1C#N)Nc1ccccc12 (centres undefined)	2.5%	i	43	1%	-1.4%	?	5.7	43	13%	-6%	4%
CCOC(=O)C1CCN(C(=O)CSc2ccc(Cl)cc2)CC1	0.6%	i	59	5%	0.5%	-1.1%	-1.5	78	-2%	1%	-1%
CC(=O)N1CCc2cc3nc(C)cc(C)c3cc21	-0.2%	i	17	16%	·	1.0%	-1.4	54	8%	-4%	14%
O=C(Nc1ccc(S(=O)(=O)Nc2nccs2)cc1)c1cccc(S(=O)(=O)N2CCOCC2)c1	0.0%	i	25	0%	1.0%	1.2%	2.6	63	10%	-2%	-1%
CC(OC(=O)C1CCN(S(=O)(=O)c2ccc(C(C)(C)C)cc2)CC1)C(=O)N1CCOCC1 (centres undefined)	0.3%	i	54	3%	·	-0.8%	-0.2	65	11%	-4%	-1%
CC1=NN(C(=S)Nc2ccccc2)C(C)(C)C1	0.8%	i	46	5%	-0.2%	2.3%	-0.7	33	25%	2%	-3%
O=C(NC1CCC(O)CC1)c1cc(Cl)c2c(c1)OCCO2 (centres undefined)	-0.5%	i	32	4%	·	·	7.8	63	·	-4%	·
Cc1ncccc1C(=O)N1CCCC(CCC(=O)N2CCN(c3ccccn3)CC2)C1 (centres undefined)	0.5%	i	12	10%	-0.2%	-0.9%	-0.7	58	8%	-3%	-1%
O=C(CN1C(=O)CSc2ccc(S(=O)(=O)N3CCOCC3)cc21)N1CCCCC1	0.1%	i	12	10%	-0.1%	-0.2%	0.2	60	12%	-8%	-5%
O=C1CC(c2ccc(S(=O)(=O)NCc3ccccc3)cc2)CN1 (centres undefined)	-0.5%	i	49	2%	-0.1%	-1.1%	-0.8	57	0%	-1%	12%
CCCCn1nnnc1NCc1cccs1	-1.3%	i	26	10%	-0.2%	-0.1%	-0.1	78	4%	-2%	1%
Cc1ccc(NC(=O)C2CC(=O)N(Cc3ccccc3)C2)nc1 (centres undefined)	-0.9%	i	50	9%	·	-1.1%	-1.6	66	1%	1%	9%
CC(C(=O)NCc1ccc(Cl)cc1)n1cccc1C(=O)c1ccccc1 (centres undefined)	0.4%	i	48	7%	-1.0%	-1.2%	2.9	61	4%	-4%	4%
CN(C)CCNc1ncnc2ccccc12	0.2%	i	46	7%	-0.7%	-1.0%	0.4	104	7%	3%	3%
CCCn1c(=N)c(S(=O)(=O)c2ccccc2)cc2c(=O)n3cccc(C)c3nc21	-0.1%	i	24	4%	-1.1%	5.2%	6.9	49	13%	2%	4%
CCN(CC)CCN1C(=O)C(=O)/C(=C(/O)c2ccccc2)C1c1ccccc1F (centres undefined)	1.2%	i	25	15%	0.4%	-0.9%	0.1	52	7%	-4%	-3%
Cc1ccc(S(=O)(=O)N2CCOCC2)cc1NC(=O)COC(=O)c1cc(=O)c2ccccc2o1	3.0%[50 µM]	i	44	10%	-0.4%	0.9%	0.6	70	5%	-2%	5%
CC(C)(CO)NCc1ccccc1OCC(=O)Nc1ccccc1	0.6%	i	16	3%	-0.4%	-1.2%	-0.6	57	8%	3%	0%
CC(C)c1ccc(NC(=O)C2CCCCC2C(=O)O)cc1 (centres undefined)	0.8%	i	34	5%	·	0.2%	-0.9	84	3%	-7%	-6%	NS5 inhibitors pilot replicate=0.9
CCOC(=O)C1=CN(Cc2ccco2)S(=O)(=O)N(C)C1c1ccccc1 (centres undefined)	-0.1%	·	·	11%	·	·	-0.8	50	·	-9%	·	NS5 inhibitors pilot replicate=-1.5
C=CCNc1nc(C(=O)OCC(=O)c2ccc(F)cc2)cs1	1.1%[50 µM]	i	54	-2%	·	0.8%	0.4	66	17%	-6%	15%
O=C(OCC(=O)N1CCN(C(=O)c2ccco2)CC1)c1ccccc1NCCO	1.2%[50 µM]	i	25	8%	·	-1.0%	-0.1	57	12%	-11%	-7%
CCOC(=O)C1CCCN(S(=O)(=O)c2cc3c(cc2Cl)NC(=O)CO3)C1 (centres undefined)	-0.3%	·	·	2%	-1.2%	2.7%	-1.6	34	·	-1%	·

A portion from the list above, for reference:
SMILES	K1F lysis inhibition	T cell modulator	T cell modulator vesicle-bound %	Rac1 GTP hydrolysis	West Nile virus CPE	RSV antiviral HEp-2	NTR1 ag	NTR1 ag cell count 20 µM	SV40 large T antigen	NS5 inhibitors	PhoP inhibition	others
COc1ccccc1CN1CCSCC1	0.0%	i	9	23%	-0.3%	0.6%	-1.2	43	8%	-1%	-6%
O=C(C1CCC(CNS(=O)(=O)c2ccccc2)CC1)N1CCCCC1 (centres undefined)	0.3%	i	16	·	-0.8%	0.3%	-0.7	81	3%	-5%	-5%
